GlmU inhibition: inhibition of mycobacterial GlmU enzyme – biochemical, glucosamine-1-phosphate acetyltransferase (AID 1376) | Bifunctional protein GlmU (Mycobacterium tuberculosis (strain ATCC 25618 / H37Rv)) | M. tuberculosis GlmU acetyltransferase enzyme assay; higher % means a stronger effect | one-dose inhibition, %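 (tested at 30 µM in the primary screen)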; IC50 in µM for titrated hits | 0.25% of 220,000 active; in the data active means inhibition above about 13%; inconclusive means no clear call, values can overlap the other calls;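 further: 0% = complete reaction with vehicle and 100% = reaction without substrate; strong numbers were not always called active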
RmlCD inh 1536: M. tuberculosis RmlC/RmlD coupled enzyme inhibitors, primary screen, biochemical, compound mixtures, 384-well, from 1536-well plates; dTDP-4-dehydrorhamnose reductase (Mycobacterium tuberculosis (strain ATCC 25618 / H37Rv)) …; RmlC+RmlD coupled enzyme assay, percent inhibition; primary screen in compound mixtures; inhibition, % at 3.6 µM; 0.03% of 160,000 active; AID 1533, 2009; in the data active means inhibition mostly above about 34%, no sharp cut-off; inconclusive means no clear call, values can overlap the other calls; inactive means mostly below about 22%; further: some results filed as inactive read as strong as hits
Target sequence (P9WH09 whole entry, looked up): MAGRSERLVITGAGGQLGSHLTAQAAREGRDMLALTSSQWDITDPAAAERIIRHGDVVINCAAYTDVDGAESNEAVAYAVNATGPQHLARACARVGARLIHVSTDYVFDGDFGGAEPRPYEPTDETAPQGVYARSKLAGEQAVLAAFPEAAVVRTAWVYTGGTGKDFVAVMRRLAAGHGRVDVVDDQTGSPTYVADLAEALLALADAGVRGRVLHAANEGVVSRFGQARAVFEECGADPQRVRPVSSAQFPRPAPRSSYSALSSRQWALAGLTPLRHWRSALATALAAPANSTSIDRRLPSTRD
Target sequence (P9WH11 whole entry, looked up): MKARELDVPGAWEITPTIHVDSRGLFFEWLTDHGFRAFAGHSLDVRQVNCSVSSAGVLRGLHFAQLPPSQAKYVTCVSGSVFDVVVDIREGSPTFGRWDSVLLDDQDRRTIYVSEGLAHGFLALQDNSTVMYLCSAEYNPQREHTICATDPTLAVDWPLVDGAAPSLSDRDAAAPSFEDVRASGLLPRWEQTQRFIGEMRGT
Active calls of the source: *; ? = inconclusive; . = no result given.

Molecule	GlmU inhibition	RmlCD inh 1536
CCOc1ccccc1C(=O)Nc1cccc(-c2ccc3nncn3n2)c1	-0.7%	4
O=C(Nc1ccc(C(=O)N2CCOCC2)cc1)c1cnn2c(C(F)F)cc(-c3ccccc3)nc12	10%	-9
C/C(=N/N=C/c1ccc(N(C)C)cc1)c1ccccc1	-1.1%	-4
CC(/C=N/Nc1nnc2c(n1)[nH]c1ccccc12)=C\c1ccco1	-2.9%	5
N#Cc1cc(S(=O)(=O)c2ccccc2)c(N)[nH]c1=O	9.2%	.
Cc1nnc(SCC(=O)N2CCc3ccccc3C2)s1	1.5%	.
CSc1ccc(Cl)c(C(=O)NC2CCCC2)c1	-2.1%	15
Cc1ccc2c(COn3nnc4ccc(S(=O)(=O)N(C)C)cc43)cc(=O)oc2c1C	-2.0%	9
COc1ccccc1CCc1nnc(CCC(=O)NCC(C)Oc2cccnc2)o1 (stereo unspecified)	-1.4%	3
C/C(=N\NC(=O)c1cc(-c2ccc(C)s2)[nH]n1)c1ccco1	7.2%	6
CCC(=O)N(Cc1cc(=O)[nH]c2ccccc12)c1ccccc1	4.3%	-5
CCCNC(=O)C12CCC(C)(C(=O)C1Br)C2(C)C (stereo unspecified)	3.8%	4
O=C(NCCN1CCCC1=O)Nc1ccccc1	-3.5%	29
Cc1ccccc1Oc1ccc(S(=O)(=O)NCCC(=O)O)cc1	-7.0%	18
Cc1sc2nc(CSc3nc4ccccc4s3)[nH]c(=O)c2c1C	-0.2%	-2
CCCCNC(=O)C1(NC(=O)Nc2ccccc2)CCCCC1	-2.2%	.
O=C(NC1CC1)c1cccc(Nc2ccc(-c3ccc4c(c3)OCCO4)nn2)c1	6.7%	5
COc1ccc(-c2cc3ccccc3n2CC(O)CN2CCOCC2)cc1 (stereo unspecified)	1.4%	48
COc1ccc(-n2nc(N)c3c(=O)oc(N(C)C)nc32)cc1	0.9%	.
CCn1nc(NC(=O)c2cccs2)c2cc3ccccc3nc21	7.6%	-14
CCOC(=O)Nc1nnc(-c2cccc(OC)c2)s1	-1.6%	-6
CC(Sc1nnc(C(C)N(C)C)n1-c1ccc(Cl)cc1)C(=O)Nc1ccc2c(c1)OCO2 (stereo unspecified)	2.0%	66
NS(=O)(=O)c1ccc(CCNC(=O)CSc2cccs2)cc1	-6.5%	3
COc1ccc(-c2nc3ccncc3[nH]2)cc1OC	-2.4%	9
CC1Cc2ccccc2N1C(=O)c1ccnc(C(C)(C)C)c1 (stereo unspecified)	-2.3%	7
O=C(Nc1cccc(Cl)c1)c1csc(-c2ccccc2)n1	.	28
CCC(C)NC(=O)C1CN(S(=O)(=O)c2ccccc2)CCN1S(=O)(=O)c1ccccc1 (stereo unspecified)	1.8%	102
Cc1c(C(=O)N2CCC(C)CC2)sc2ncnc(N(C)c3ccccc3)c12	4.7%	.
Cc1ccc(N2CC(C(=O)Nc3ccccn3)CC2=O)cc1 (stereo unspecified)	-4.8%	3
Cc1cnc(C(=O)OCC(=O)N(Cc2ccccc2)C(C)C)cn1	-1.9%	6

Seven entries picked at random from the list so far:
Molecule	GlmU inhibition	RmlCD inh 1536
Cc1cnc(C(=O)OCC(=O)N(Cc2ccccc2)C(C)C)cn1	-1.9%	6
CC1Cc2ccccc2N1C(=O)c1ccnc(C(C)(C)C)c1 (stereo unspecified)	-2.3%	7
NS(=O)(=O)c1ccc(CCNC(=O)CSc2cccs2)cc1	-6.5%	3
CC(Sc1nnc(C(C)N(C)C)n1-c1ccc(Cl)cc1)C(=O)Nc1ccc2c(c1)OCO2 (stereo unspecified)	2.0%	66
CCOC(=O)Nc1nnc(-c2cccc(OC)c2)s1	-1.6%	-6
CCC(C)NC(=O)C1CN(S(=O)(=O)c2ccccc2)CCN1S(=O)(=O)c1ccccc1 (stereo unspecified)	1.8%	102
Cc1c(C(=O)N2CCC(C)CC2)sc2ncnc(N(C)c3ccccc3)c12	4.7%	.

Continuation.
Molecule	GlmU inhibition	RmlCD inh 1536
Cc1nnc(SCC(=O)Nc2c(C)n(C)n(-c3ccccc3)c2=O)n1Cc1ccccc1	0.3%	6
OCC1(Cc2ccc(Cl)cc2)CCN(Cc2ccccc2F)CC1	2.7%	-12
COc1ccc(CNC(=O)c2ccccc2C(=O)O)cc1	-4.5%	.
COc1ccc(C(=O)NC(C(=O)NCc2ccccn2)C(C)C)cc1 (stereo unspecified)	2.7%	7
CCCCCCSc1nc(O)c(C2OC(=O)c3c2ccc(OC)c3OC)c(=O)n1-c1ccccc1 (stereo unspecified)	1.6%	.
O=C(COc1ccc(Cl)cc1)N(Cc1ccccc1)c1ccccn1	-0.1%	-7
CN1CC=C2C(C#N)=C(N)C(C#N)(C#N)C(c3cccc(Cl)c3Cl)C2C1 (stereo unspecified)	1.8%	-12
O=C(NC1CCCc2ccccc21)C1CCCO1 (stereo unspecified)	3.0%	-1
CCN(CC)S(=O)(=O)c1cccc(NC(=O)COc2ncnc3sccc23)c1	-2.0%	6
OCC1(CO)COC(c2ccccc2)=N1	-0.1%	-10
Cc1ccc(C)c(-c2cc(C(=O)NCc3cccs3)c3ccccc3n2)c1	-3.7%	.
CN(C)CC(C)(C)CNC(C(=O)Nc1ccc(Cl)cc1C(F)(F)F)c1ccccc1 (stereo unspecified)	-0.1%	.
CCCc1nnc(SCC(=O)N2CCCC2)n1Cc1ccco1	1.7%	-8
COc1ccc2nc3sc(C(=O)NCc4cccs4)c(N)c3cc2c1	5.6%	-2
Cc1ccccc1C(=O)NC(NC(=O)c1ccccc1C)c1cccc([N+](=O)[O-])c1	1.3%	-5
CN(C)C(CNc1ncnc2sccc12)c1cccs1 (stereo unspecified)	-9.5%	10
O=C1CC(c2ccccc2Cl)CC(O)=C1C=Nc1ccccc1 (stereo unspecified)	-1.9%	-7
O=C(NCc1cccs1)C1CCN(S(=O)(=O)c2ccc(Cl)cc2)CC1	1.3%	.
CC(C)CNC(=O)c1ccccc1-c1ccccc1C(=O)O	-0.6%	-6
N#Cc1cnn2c1nc(N1CCOCC1)c1ccccc12	-4.0%	3
O=C(Oc1ccccc1/C=C\C(=O)c1cc2ccccc2o1)c1cccc(F)c1	-6.2%	9
O=C1CCCCC(=O)N(c2ccccc2)c2ccccc21	7.5%	-3
Cc1ccc(NC(=O)c2ccccc2N(C)S(=O)(=O)c2ccccc2)c(C)c1	-0.9%	-1
COc1ccc(C2=NNC(=Nc3cc(S(=O)(=O)N(C)C)ccc3C)SC2)c(OC)c1	0.2%	7
CC1(C(=O)O)COC(c2ccc(Cl)cc2)OC1 (stereo unspecified)	-0.5%	11
COCc1ccc([C@@H]2C[C@H]3CN(Cc4cccnc4)C(=O)[C@]34CCCN24)o1	0.6%	-4
CCc1nc(SCC(=O)c2cc(C)ccc2C)n[nH]1	-3.6%	-18
C=CCNCCOc1ccc(C)cc1[N+](=O)[O-]	6.2%	5
CCn1cc([N+](=O)[O-])c(C(=O)N2N=C(c3ccc(Cl)c(Cl)c3)CC2c2ccccc2O)n1 (stereo unspecified)	-2.5%	1
O=C(CSc1nnc2scc(-c3ccccc3)n12)Nc1nsc(-c2ccccc2)n1	7.9%	12

Gathered by group: the entries above with fluorine (four)
Molecule	GlmU inhibition	RmlCD inh 1536
O=C(Nc1ccc(C(=O)N2CCOCC2)cc1)c1cnn2c(C(F)F)cc(-c3ccccc3)nc12	10%	-9
OCC1(Cc2ccc(Cl)cc2)CCN(Cc2ccccc2F)CC1	2.7%	-12
CN(C)CC(C)(C)CNC(C(=O)Nc1ccc(Cl)cc1C(F)(F)F)c1ccccc1 (stereo unspecified)	-0.1%	.
O=C(Oc1ccccc1/C=C\C(=O)c1cc2ccccc2o1)c1cccc(F)c1	-6.2%	9

Next section
Molecule	GlmU inhibition	RmlCD inh 1536
O=C1CCC([N+](=O)[O-])C(c2cccc([N+](=O)[O-])c2)N1 (stereo unspecified)	-7.2%	7
Cc1ncc(CO)c(/C=N/NC(=S)Nc2cccc(Cl)c2)c1O	2.7%	-4
Cc1ccccc1-c1nc(CS(=O)(=O)CC(=O)NCc2ccc3c(c2)OCO3)c(C)o1	2.3%	5
Cc1ccc(NC(=O)CSCC(=O)O)cc1	6.3%	9
CC1(C)CC(NC(=S)NC2CC2)CC(C)(C)N1	-0.3%	.
O=C1CC(N(C(=O)c2ccco2)c2cccc(Cl)c2)C(=O)N1c1cccc(Cl)c1 (stereo unspecified)	1.2%	-1
CC(=O)Oc1ccc(NC(=O)Cc2ccccc2)cc1	2.0%	.
CCc1ccccc1OCc1nc2ccc(S(=O)(=O)N3CCOCC3)cc2[nH]1	-1.1%	-8
CSCCC(NS(=O)(=O)c1ccc(Cl)cc1)C(=O)O (stereo unspecified)	0.6%	-10
COC(=O)c1ccc(C(=O)OC)c(NC(=S)N2CCN(c3ccccc3)CC2)c1	0.0%	5
COc1ccc(-c2noc(-c3cccnc3)n2)cc1OC	-2.3%	8
COc1ccccc1N1CCN(C(c2ccc(F)cc2)c2nnnn2C(C)C)CC1 (stereo unspecified)	-6.4%	5
Nc1n[nH]c(C(F)(F)F)c1-c1ccccc1	-0.1%	1
Cc1ccc2c(c1)COc1c3ccc(C(=O)NCCO)cc3nn1-2	-1.1%	.
CCC(CCC(=O)Nc1ccc(S(N)(=O)=O)cc1)C(=O)O (stereo unspecified)	2.3%	-11
Cc1cccc(C(=O)Nc2nnc(-c3ccco3)o2)c1	3.3%	20
O=C(Cn1c(NCCO)nc2ccccc21)N1CCN(Cc2ccccc2)CC1	-7.5%	15
O=C(c1ccco1)N1CCN(C(=O)C2CC(c3ccc(F)cc3)=NO2)CC1 (stereo unspecified)	2.8%	-11
O=C(N/N=C/c1ccc([N+](=O)[O-])s1)c1ccncc1	-1.2%	9
O=S(=O)(Nc1ncnc2sc3c(c12)CCC3)c1ccc2ccccc2c1	7.0%	-6
CC(C(=O)Nc1nncs1)N1C(=O)C2C3C=CC(C3)C2C1=O (stereo unspecified)	-5.0%	29
CC(C)Oc1ccc(CC2CC(=O)NC2=O)cc1 (stereo unspecified)	2.7%	.
Cc1ccc(C(=O)Cn2nnc3ccccc32)cc1[N+](=O)[O-]	-5.5%	-1
CCOC(=O)Cc1csc(NC(=O)c2ccc(S(=O)(=O)N(CCOC)CCOC)cc2)n1	-6.3%	11
COc1ccc(Cl)cc1C(=O)CSc1nnnn1C1CCCC1	-0.4%	10
O=C(Nc1cccnc1)c1ccc(-c2ccc(Cl)cc2)o1	-1.9%	9
Cn1nnc(NC(=S)NC(=O)c2cc3ccccc3o2)n1	1.9%	83
CCOC(=O)c1cnc2c(OC)cccc2c1N1CCN(c2ccccn2)CC1	-2.2%	15
COc1ccc(C2CC(c3ccc(Br)cc3)=NN2C(=O)CSC2=NCCS2)cc1 (stereo unspecified)	2.3%	.
O=C(NCc1ccco1)c1ccc2c(c1)CCO2	-1.7%	12
CC(C)N(CCn1c(SCC(=O)N2CC(=O)Nc3ccccc32)nc2ccccc2c1=O)C(C)C	-3.6%	86
CC(=O)c1cccc(NC(=S)NNC(=O)c2ccc(C)c([N+](=O)[O-])c2)c1	1.4%	4
CCC1C(=O)N(c2nc(C)cc(C)n2)N=C1C (stereo unspecified)	-2.5%	-4
Cc1ccc(-n2ncc3c(=O)n(Cc4ccccn4)cnc32)cc1C	-2.7%	4
COc1cc(/C=C(\C#N)c2nnc(N3CCOCC3)n2-c2ccccc2)ccc1O	1.8%	-12
Cc1nnsc1C(=O)Nc1cc(Cl)ccc1Cl	5.5%	.
Cc1nn(S(=O)(=O)c2cccc([N+](=O)[O-])c2)c(C)c1Br	2.2%	-15
CC(C)c1nc(SCC(=O)Nc2cccc(S(N)(=O)=O)c2)n[nH]1	2.0%	-3
c1ccc2nc3c(nc2c1)CCc1nonc1-3	3.3%	-2
O=C(NC1=NCCS1)c1ccc(Cl)c(S(=O)(=O)N2CCCC2)c1	2.9%	3
CS(=O)(=O)N(CC(=O)N1CCCCC1)Cc1ccc(Cl)cc1	0.6%	-7
COc1cc(NC(=S)N2CCN(CCO)CC2)c(OC)cc1Cl	-2.1%	2
COc1ccc(OC)c(Nc2nc(-c3sc(N)nc3C)cs2)c1	-7.8%	?
O=C(NCC1CCCO1)c1nn2cccnc2c1Cl (stereo unspecified)	1.5%	4
COc1cc(OC)cc(-n2nnnc2SCC(=O)NC2CCCC2)c1	-0.7%	12
Cc1ccc(OCC(=O)Nc2ccc3c(c2)OCCO3)cc1C	-3.9%	-3
O=C1OC(Nc2ccc3ncccc3c2)c2ccccc21 (stereo unspecified)	0.6%	6
COC(=O)c1ccc(CSc2nnc(NC(=O)C3CC(=O)N(c4ccc5c(c4)OCCO5)C3)s2)cc1 (stereo unspecified)	1.7%	14
Cc1ncc(CO)c(/C=N/NC(=O)c2cc(O)c(O)c(O)c2)c1O	4.6%	-9
Cc1cc2nc(-c3cccnc3SCC(=O)NC(C)C)[nH]c2cc1C	5.6%	-5
COc1ccc(-c2onc(C)c2-c2ccc(C(=O)OC(C)C)o2)c(O)c1	9.5%	6
O=C(CC1C(=O)NCCN1C/C=C/c1ccccc1)NCCc1cccnc1 (stereo unspecified)	6.7%	.
CCOc1ccccc1C(=O)NC(C(=O)OCC(=O)Nc1nnc(-c2ccccc2)o1)C(C)C (stereo unspecified)	10%	.

Some of the compounds tested (hit frequency here may not be typical).
